TLR9-MyD88 block – TLR9-MyD88 interaction inhibition | 340,000 tested, 0.21% active | CHO BLA complementation TLR9-MyD88, CCF4 FRET ratio | AID 504734 | inhibition, % at 4.98 µM;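 active = inhibition above the mean over all tested compounds plus 3 SD, cut at about 21% in these data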;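 also: 0% = DMSO only wells and 100% = clavulanate BLA inhibitor control wells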
SRC2 inh – inhibits human steroid receptor coactivator 2. Q15596. HEK293 GAL4-SRC2 luciferase reporter, luminescence. inhibition, % at 9 µM. 370,000 tested, 0.17% active;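 active = inhibition above the mean inhibition of all tested compounds plus 3 SD, set per campaign, cut at about 52% in these data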;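 also: 0% = DMSO treated cells and 100% = cells given Gossypol at 36 µM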
MC4R ag barr – activates human MC4R beta-arrestin recruitment; P32245; U2OS MC4R beta-arrestin complementation, luminescence; percent of melanotan II response, DMSO zero; activation, % at 8.9 µM; 360,000 tested, 0.98% active;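 active = activation above a per-plate cutoff, the mean activation of sample wells on that plate plus 3 SD, cut at about 8% in these data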
ABHD5-PLIN5 inh – blocks binding of human ABHD5 to perilipin-5; Q00G26+Q8WTS1; Split G. princeps luciferase complementation, luminescence, 4 h; inhibition, % at 4 µM; 360,000 tested, 0.78% active;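 active = inhibition above the mean inhibition across every tested compound plus 3 SD, cut at about 22% in these data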;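 also: 0% = DMSO only wells and the 100% control is not disclosed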
Target sequence (Q00G26 whole entry, looked up): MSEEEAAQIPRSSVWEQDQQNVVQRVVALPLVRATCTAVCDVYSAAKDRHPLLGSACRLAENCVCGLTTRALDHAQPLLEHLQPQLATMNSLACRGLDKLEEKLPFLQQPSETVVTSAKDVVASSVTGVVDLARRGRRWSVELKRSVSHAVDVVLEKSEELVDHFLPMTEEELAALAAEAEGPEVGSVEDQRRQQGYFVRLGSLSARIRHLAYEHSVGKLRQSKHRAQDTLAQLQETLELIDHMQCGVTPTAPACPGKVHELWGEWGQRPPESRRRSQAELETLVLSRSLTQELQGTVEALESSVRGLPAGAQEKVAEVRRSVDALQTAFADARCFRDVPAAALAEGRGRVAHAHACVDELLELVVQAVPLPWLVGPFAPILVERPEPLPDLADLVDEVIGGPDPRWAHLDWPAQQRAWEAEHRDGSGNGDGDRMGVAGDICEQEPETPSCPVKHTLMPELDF
Target sequence (Q8WTS1 whole entry, looked up): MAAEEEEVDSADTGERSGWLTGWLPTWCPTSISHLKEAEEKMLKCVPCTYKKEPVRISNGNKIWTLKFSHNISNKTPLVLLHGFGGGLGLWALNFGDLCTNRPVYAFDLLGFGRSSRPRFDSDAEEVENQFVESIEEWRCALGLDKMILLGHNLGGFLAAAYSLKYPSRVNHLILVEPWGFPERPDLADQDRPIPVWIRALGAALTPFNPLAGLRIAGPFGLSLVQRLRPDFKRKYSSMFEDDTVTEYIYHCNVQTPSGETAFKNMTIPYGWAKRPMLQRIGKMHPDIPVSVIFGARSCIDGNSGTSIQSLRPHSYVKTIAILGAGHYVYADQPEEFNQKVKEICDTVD
NOD2 RIPK2 PPI – inhibitors of human NOD2-RIPK2 interaction. O43353. CHO BLA complementation NOD2-RIPK2, CCF4 ratio. inhibition, % at 4.98 µM. 360,000 tested, 0.38% active; in the data active = inhibition above about 21%;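 also: 0% = vehicle only and 100% = reference blocker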
NR5A2 inv ag – NR5A2 inverse agonism in reporter assay; O00482; HEK293T StAR-luciferase reporter, LRH-1 transfected, 24 h; inhibition, % at 3.6 µM; 360,000 tested, 0.13% active; AID 602396;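 active = inhibition above the mean inhibition of all tested compounds plus 3 SD, cut at about 73% in these data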;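 also: 0% = DMSO wells and 100% = reporter-only cells lacking LRH-1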
LMP1 NFkB inh – Epstein-Barr LMP1 NF-kappaB reporter inhibition; LMP1-induced NF-kappaB luciferase reporter cells, luminescence; inhibition, % at 12.5 µM; 350,000 tested, 0.69% active; in the data active = inhibition above about 41%;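 also: 0% = neutral control wells and 100% = reference inhibitor control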
NR2F2 inh – NR2F2 (human) inhibition, primary screen. HEK293T NGFI-A luciferase reporter, luminescence. inhibition, % at 8.6 µM. 370,000 tested, 0.7% active;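 active = inhibition above a per-plate cutoff, mean inhibition of test wells between control levels plus 3 SD, cut at about 38% in these data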;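 also: cells cotransfected with COUP-TFII expression vector driving the NGFI-A reporter; 0% = median of COUP-TF2 test wells and 100% = reporter-only cells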
SRC1 inh – inhibitors of human steroid receptor coactivator 1 (SRC1); Q15788; inhibition, % at 3.6 µM; 360,000 tested, 0.12% active; HEK293 GAL4-SRC1 luciferase reporter, luminescence;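 active = inhibition above the campaign mean plus 3 SD, with each screening campaign given its own cutoff, cut at about 60% in these data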;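 also: 0% = DMSO treated cells and 100% = gossypol at 36 µM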
MC4R antag cAMP – antagonists of human melanocortin 4 receptor (MC4R); MC4R-expressing cells, MTII-stimulated cAMP, LANCE TR-FRET; P32245; inhibition, % at 6.5 µM; 360,000 tested, 0.48% active;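 active = inhibition above its plate's cutoff, the mean of tested wells on that plate plus 3 SD, cut at about 29% in these data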;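 also: 0% = Melanotan II alone and 100% = Melanotan II plus saturating MCL0020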
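Assay system: U2OS-MC4R stable cell line; Also added: Melanotan II; Technique: Eu-cAMP/anti-cAMP TR-FRET, emission 671 nm; Times: 30-min compound, 1-h challenge, 1-h detection, room temperature.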
SRC3 inh – human NCOA3 inhibition. Q9Y6Q9. HEK293 GAL4-SRC3 luciferase reporter, luminescence. inhibition, % at 3.6 µM. 360,000 tested, 0.17% active;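 active = inhibition above a per-campaign cutoff, the mean of all compounds plus 3 SD, cut at about 60% in these data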;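 also: 0% = DMSO-treated cells and 100% = gossypol-treated cells at 36 µM; higher means less SRC3-driven luciferase light from the GAL4 reporter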
* hit, by the source's call; x = not tested or not shown. Some of the compounds tested; count on the stated rates, not on these rows.

SMILES	TLR9-MyD88 block	SRC2 inh	MC4R ag barr	ABHD5-PLIN5 inh	NOD2 RIPK2 PPI	NR5A2 inv ag	LMP1 NFkB inh	NR2F2 inh	SRC1 inh	MC4R antag cAMP	SRC3 inh
O=C(NCc1ccc(F)cc1Cl)C1CCN(S(=O)(=O)N2CCCCC2)CC1	4	-9	-2.3	1	3	-7	-5	22	-6	0	12
CCCOc1ccc(C(F)(F)F)cc1NC(=O)C1CC(=O)N(Cc2ccco2)C1 (stereo not given)	-3	-3	-1.1	-1	-1	5	-1	-3	-10	11	6
CC(C)(C)c1ccccc1OCC(=O)NCCCn1ccnc1	4	-7	-2.7	9	-7	-8	0	13	20	7	14
CCOC(=O)Nc1cc(OC)cc2ccc(C)nc12	10	1	1.8	5	-2	5	-2	-20	7	8	-19
O=C(NCCCN1CCOCC1)c1ccc(CS(=O)(=O)c2c(Cl)cccc2Cl)o1	-12	8	1.4	-10	-6	-17	9	18	-39	9	-3
Cc1ccc(Cn2nnc3c(=O)[nH]c(C4CCCN(C(=O)c5ccco5)C4)nc32)cc1 (stereo not given)	1	9	-3.8	1	6	7	-9	7	-23	1	-6
CCC(=O)Nc1ccc(NC(=O)c2ccccc2Cl)nc1	0	-38	0.3	0	-7	-19	-18	-8	-33	5	-13
CC1CN(C(=O)c2c([N+](=O)[O-])cnn2C)CC(C)O1 (stereo not given)	3	6	0.6	8	-8	19	-6	-16	-9	3	11
CC(=O)c1sc(NC(=O)c2ccc(Cl)cc2)nc1C	-11	10	-0.4	2	-8	-20	-5	-31	-44	-1	-24
O=C(COc1ccc(S(=O)(=O)N2CCCCC2)cc1)NCc1cccnc1	-6	9	0.8	2	-1	-2	1	-8	6	13	-11
Cc1cccc(C)c1NC(=O)CN(C)c1ccc(C(F)(F)F)cn1	1	-21	1.9	0	-5	-1	5	-9	-10	24	-3
Nc1nc(N)nc(-c2cccc([N+](=O)[O-])c2)n1	x	-26	x	-8	-3	-8	x	-19	0	x	-37
CC1=C(C)CC(C(=O)NCc2ccccc2F)C(C(=O)O)C1 (stereo not given)	0	-54	2.2	0	-10	11	-2	21	11	12	15
Cc1cccc(OCC(=O)Nc2ccc3oc(=O)ccc3c2)c1	7	-5	-1.3	-7	7	-6	0	-24	6	-1	-1
CSC(C(=O)c1cc2ccccc2o1)c1ccccc1 (stereo not given)	10	-10	-0.4	-1	8	6	-14	-5	-21	3	-42
O=C(NCC1CCCO1)c1ccc(NC(=O)c2ccc(Br)cc2)cc1 (stereo not given)	x	16	-1.5	4	-13	8	x	12	-1	9	-7
Cc1ccc(OCCCC(=O)Nc2ccc(N3CCOCC3)cc2)c(C)c1	4	13	5.2	-3	-5	-2	1	6	0	5	15
COCCn1c(-c2ccc(OC)cc2)c(-c2ccc(OC)cc2)oc1=O	1	10	-0.7	-6	-10	0	-1	-3	6	4	-4
COc1ccccc1NC(=O)CSc1nnc(CNC(=O)c2ccco2)o1	-3	-4	1.9	-1	-3	-13	-10	7	-15	18	3
COC(C(=O)Nc1ccc(S(=O)(=O)Nc2c(C)cccc2C)cc1)c1ccccc1 (stereo not given)	-5	13	0.6	-3	-9	-13	3	2	0	1	14
COc1ccc(-c2nnc(SCc3ccc(C(=O)O)cc3)o2)cc1OC	10	-30	-1.8	2	9	-10	0	-7	8	6	-19
CC(=O)c1ccccc1OCCOCCOCCOc1ccccc1C(C)=O	-1	3	-0.1	2	-7	2	-9	15	5	12	2
Nc1c2c(nc3sc4c(c13)CCCC4)CCCCCC2	-6	-1	-1.3	-4	-7	-24	-8	-16	-6	5	-16
CCN(c1ccccc1)S(=O)(=O)c1ccc(OC)c(NC(=O)c2cc(Cl)ccn2)c1	-1	0	-4.3	-3	4	12	-9	7	-19	7	25
COc1ccc(S(=O)(=O)NCC(c2ccc3c(c2)OCO3)N2CCOCC2)cc1C (stereo not given)	-13	1	-1.6	-1	-8	-3	-5	0	8	18	0

Some of these compounds in order of the MC4R antag cAMP value, rising:
SMILES	TLR9-MyD88 block	SRC2 inh	MC4R ag barr	ABHD5-PLIN5 inh	NOD2 RIPK2 PPI	NR5A2 inv ag	LMP1 NFkB inh	NR2F2 inh	SRC1 inh	MC4R antag cAMP	SRC3 inh
Cc1cccc(OCC(=O)Nc2ccc3oc(=O)ccc3c2)c1	7	-5	-1.3	-7	7	-6	0	-24	6	-1	-1
O=C(NCc1ccc(F)cc1Cl)C1CCN(S(=O)(=O)N2CCCCC2)CC1	4	-9	-2.3	1	3	-7	-5	22	-6	0	12
COC(C(=O)Nc1ccc(S(=O)(=O)Nc2c(C)cccc2C)cc1)c1ccccc1 (stereo not given)	-5	13	0.6	-3	-9	-13	3	2	0	1	14
COc1ccccc1NC(=O)CSc1nnc(CNC(=O)c2ccco2)o1	-3	-4	1.9	-1	-3	-13	-10	7	-15	18	3

Next records:
SMILES	TLR9-MyD88 block	SRC2 inh	MC4R ag barr	ABHD5-PLIN5 inh	NOD2 RIPK2 PPI	NR5A2 inv ag	LMP1 NFkB inh	NR2F2 inh	SRC1 inh	MC4R antag cAMP	SRC3 inh
CSCC[C@H](N)C(=O)N1CCC(C(=O)N[C@H](C)C(=O)Nc2ccc(C(C)C)cc2)CC1	-12	-21	-1.2	0	4	-24	-2	0	5	8	-7
COc1ccc(C(=O)NNC(=S)NC(=O)c2ccccc2)cc1	4	-1	-2.5	-1	11	12	16	2	-11	20	2
CN(CC(=O)Nc1cccc(Cl)c1)S(=O)(=O)/C=C/c1ccccc1	-8	-37	2.8	0	-14	-2	-7	10	2	5	12
Cc1sc(NC(=O)c2ccco2)c(C(c2cccnc2)N2CCN(c3ccc(F)cc3)CC2)c1C (stereo not given)	-6	16	-0.3	1	8	48	-1	20	15	10	42
CC(C)C(=O)c1cc2c(cc1NC(=O)c1ccccc1)OCCO2	-1	-16	1.3	-5	-5	7	4	-4	0	13	17
COC(=O)c1c(NC2=NS(=O)(=O)c3ccccc32)sc2c1CCC(C(C)(C)C)C2 (stereo not given)	-5	-2	-0.4	-1	0	13	12	9	2	18	-18
COc1ccc(-n2nnnc2SCC(=O)Nc2nnn(C)n2)cc1	2	-21	-2.3	3	1	-10	3	-6	14	7	-11
CC(C)CCNc1nc(N)c([N+](=O)[O-])c(NCC2CCCO2)n1 (stereo not given)	3	-16	2.2	-4	-1	6	-17	4	-20	0	-6
CSc1nc(Oc2ccc3ccccc3c2)c2sccc2n1	-16	-19	-3.9	-13	-2	5	14	-10	13	-11	20
Cn1c2ccc(CC(=O)O)cc2c2cc(CC(=O)O)ccc21	-2	-5	-0.2	1	-4	-6	-3	-28	-16	13	10
O=C(C1CCC1)N1CCN(c2ccnc3cc(Cl)ccc23)CC1	-5	22	0.1	0	-13	-7	13	32	18	-24	33
CCCC(=O)Oc1ccc(C2NC(=O)c3ccccc3O2)cc1OC (stereo not given)	-11	15	0.8	6	6	9	7	21	-4	2	-3
COCCn1c(C)cc(C(=O)CSc2ncnc3sc4c(c23)CCC4)c1C	10	-1	-2.3	-3	-8	-1	12	-3	-12	3	4
c1cnc(SCCCOc2ccc3ccccc3c2)nc1	-1	-24	1.9	-5	-4	-42	-15	-10	-61	-1	-20
Cc1cc(C)nc(SCc2ccc(C(=O)NNC(=O)Nc3cccc(Cl)c3)cc2)n1	3	0	-1.2	1	-9	12	21	4	3	-3	18
CCCCC(=O)NC(Nc1sc2c(c1C(N)=O)CCCC2)(C(=O)OCC)C(F)(F)F (stereo not given)	6	20	-2.0	-7	-2	11	4	10	-3	3	5
C[C@H](CO)N1C[C@H](C)[C@H](CN(C)C(=O)Cc2cccnc2)Oc2ncc(Br)cc2C1=O	1	-23	-1.2	1	2	-4	1	7	3	3	6
O=C(NCc1ccccc1)C1c2ccccc2Oc2ccccc21	4	2	2.3	-1	-13	15	0	-14	13	7	4
NC(=O)c1ccc(C(=O)N/N=C/c2cccc(Oc3ccccc3)c2)cc1	4	-3	-2.2	9	-8	-2	4	1	-13	2	3
CCCc1nc2ccccc2n1CCOc1ccccc1	-9	20	-0.3	-4	8	-3	0	18	9	1	16
CC(C)(C)OC(=O)NCCc1nnc(SCc2c(Cl)cccc2Cl)o1	0	-14	0.7	-9	-7	10	-2	-6	3	2	-5
CC(C)c1ccc(NC(=O)C2CC(=O)Nc3nc4ccccc4n32)cc1 (stereo not given)	-2	4	0.8	2	-12	1	3	-7	-9	11	13
O=C(NCc1ccccc1)c1cc(C2CCCCN2S(=O)(=O)c2cccs2)on1 (stereo not given)	x	-8	4.8	-3	0	-4	x	5	-7	2	1
Cc1ccccc1/C=C\c1nc2ccccc2c(=O)[nH]1	3	-67	0.3	-2	-2	-139	-32	-53	-108	-18	-103
CC(C)CCNC(=O)C1CCC(CNc2c(N3CCCC3)c(=O)c2=O)CC1 (stereo not given)	3	3	-1.4	-5	-7	-6	-2	-15	-8	0	-19

Going on with the list:
SMILES	TLR9-MyD88 block	SRC2 inh	MC4R ag barr	ABHD5-PLIN5 inh	NOD2 RIPK2 PPI	NR5A2 inv ag	LMP1 NFkB inh	NR2F2 inh	SRC1 inh	MC4R antag cAMP	SRC3 inh
CC(=O)c1cccc(NC(=S)NC(=O)c2cccc(C)c2)c1	-2	-54	-0.9	-1	-8	-97	-27	-53	-97	4	-111
CCS(=O)(=O)N1CCC2(CC1)OCCN2S(=O)(=O)c1ccc(OC)cc1	-6	-26	-1.0	-5	-5	1	-2	-5	-3	0	-1
CCOC(=O)c1cc(C)sc1NC(=O)CSC1=NCCS1	9	21	2.6	-1	-11	26	4	-6	-1	0	-11
O=S(=O)(c1cnccc1N1CCN(/N=C/c2ccccc2)CC1)N1CCCCC1	1	-21	-3.1	-9	2	5	-3	12	-6	7	14
Cc1ccc(N2C(=O)CCC2=O)c(C)c1	-2	-4	0.6	-3	-2	16	-7	-9	6	0	-5
COc1ccc2ccccc2c1CNC(=O)CC1C(=O)NCCN1CC(C)(C)C (stereo not given)	12	-16	1.1	0	6	25	-10	9	5	9	8
CC(NC(=O)c1ccc(Br)o1)c1ccccc1 (stereo not given)	8	-8	-1.1	6	-1	16	-8	-16	3	-1	13
CN1C[C@@H]2[C@@H]3C(=O)N(Cc4ccccc4)C(=O)[C@@H]3[C@](C)(C1=O)N2C(=O)c1ccc(C(F)(F)F)cc1	-5	11	1.4	11	-8	-9	3	20	3	14	-6
CCOC(=O)c1c(NC(=O)C2CCCO2)sc(C(N)=O)c1C (stereo not given)	-1	-30	1.9	-2	8	-3	8	10	0	0	-5
CCC(=O)N[C@@H]1CC(C(C)(C)NC(=O)CC)CC=C1C (stereo not given in full)	14	7	0.4	1	-1	12	-9	9	6	4	-12
CCCCCn1c(=N)c(S(=O)(=O)c2ccc(Cl)cc2)cc2c(=O)n3cccc(C)c3nc21	-2	x	0.8	-9	-7	17	-1	x	-6	5	-1
CC1CCC(NC(=O)c2ccc3c(c2)S(=O)(=O)c2ccccc2C3=O)CC1 (stereo not given)	0	-31	-1.6	-5	-2	-13	2	-27	3	3	-14
CC1(Cc2ccc(Cl)cc2)C(=O)Nc2c(Cl)ccc(Cl)c21 (stereo not given)	x	-26	1.8	-8	-2	3	x	-12	9	1	-17
